Myeloid diff 2 – compounds promoting myeloid differentiation; ER-HoxA9 myeloid progenitors, lysozyme-GFP differentiation, flow cytometry; calls only at 10 µM; hit rate 1% among 360,000;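 active = normalized GFP-positive differentiation at or above the plate's own cutoff, the solvent-only control mean plus 3 SD; inconclusive = no clear call, values can overlap the other calls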;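 note: cells exposed to compound for four days before flow analysis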
Myeloid diff 2 GFP+ MAC1+ % – second read-out of Myeloid diff 2, no call of its own (marks repeat the call); GFP+ MAC1+ double positive, %; measured here: differentiation confirmed by MAC1 staining
* hit, by the source's call.

What do the screens show for `CN(Cc1ccccc1)C(=O)c1csc([C@@H]2C[C@H](O)[C@@H](CO)O2)n1`?
Myeloid diff 2: inactive; Myeloid diff 2 GFP+ MAC1+ %: 1.2

What do the screens show for `Nc1nc(SCC(=O)c2ccc(Cl)cc2)c2ncn(C3OC(CO)C(O)C3O)c2n1` (configuration not stated)?
Myeloid diff 2: inconclusive

Results for N#Cc1ccc2sn(-c3ccccc3)c(=O)c2c1 ?
Myeloid diff 2: inactive; Myeloid diff 2 GFP+ MAC1+ %: 0.4

Results for CCOC(=O)C1=CN(CC)S(=O)(=O)NC1c1ccc(F)c(Cl)c1 (configuration not stated) ?
Myeloid diff 2: inactive; Myeloid diff 2 GFP+ MAC1+ %: 0.7

What do the screens show for `O=C1C=C(O)c2[nH]c(=O)ccc2C1=O`?
Myeloid diff 2: inactive; Myeloid diff 2 GFP+ MAC1+ %: 1.8

What do the screens show for `O=C(Cc1cccc(NC(=O)C2CCCN(C(=O)C3CC3)C2)c1)Nc1ccc(C(=O)N2CCOCC2)cc1` (configuration not stated)?
Myeloid diff 2: inactive; Myeloid diff 2 GFP+ MAC1+ %: 2.2

How did CCCCNc1cccc2c1S(=O)(=O)N(CCCC)CC(COCc1ccccc1)O2 (configuration not stated) do in these assays?
Myeloid diff 2: inactive; Myeloid diff 2 GFP+ MAC1+ %: 0.8

What do the screens show for `COc1ccc(C(O)c2nc(-c3ccc4c(c3)OCO4)cs2)cc1` (configuration not stated)?
Myeloid diff 2: inactive; Myeloid diff 2 GFP+ MAC1+ %: 1.4

Results for COc1cccc(CN2CCC2(C)C(=O)Nc2ccc3c(c2)CCN3C(C)=O)c1F (configuration not stated) ?
Myeloid diff 2: inactive; Myeloid diff 2 GFP+ MAC1+ %: 0.9

How did CCCn1cnnc1CNC(=O)[C@H]1O[C@@H](n2ccc(=O)[nH]c2=O)[C@H](O)[C@@H]1O do in these assays?
Myeloid diff 2: inactive; Myeloid diff 2 GFP+ MAC1+ %: 0.5

Results for O=C(NCc1ccco1)c1ccc2nc([C@@H]3O[C@H](CO)[C@H](O)[C@H](O)[C@H]3O)[nH]c2c1 ?
Myeloid diff 2: inactive; Myeloid diff 2 GFP+ MAC1+ %: 2.7

What do the screens show for `CCCCn1cnc2c(SCc3ccccc3Cl)nc(N)nc21`?
Myeloid diff 2: inactive; Myeloid diff 2 GFP+ MAC1+ %: 2.6

How did CC1=C(C(=O)N(C(C)C)C(C)C)CC(CC(=O)NC(c2ccccc2)c2ccccc2)C(=O)N1Cc1ccc(C(C)(C)C)cc1 (configuration not stated) do in these assays?
Myeloid diff 2: active; Myeloid diff 2 GFP+ MAC1+ %: 2.0*

Results for CC1(C(=O)Nc2ccc3c(c2)OCCO3)CN(S(C)(=O)=O)CC(=O)N1Cc1cccc(F)c1 (configuration not stated) ?
Myeloid diff 2: inactive; Myeloid diff 2 GFP+ MAC1+ %: 1.4

Results for CCCCCC(=O)N1C[C@H](O)[C@@H](n2cc(-c3ccc(F)cc3)nn2)C[C@@H]1c1ccc(C)cc1 ?
Myeloid diff 2: inactive; Myeloid diff 2 GFP+ MAC1+ %: 0.4

How did COc1ccc2nc(NN=C(C)c3ccccn3)cc(C)c2c1 do in these assays?
Myeloid diff 2: inconclusive

What do the screens show for `CCN1C(=O)[C@H]2[C@@H](c3ccc(C)cc3)N[C@]3(CCCN(Cc4cccn4C)C3=O)[C@H]2C1=O`?
Myeloid diff 2: inactive; Myeloid diff 2 GFP+ MAC1+ %: 0.4

What do the screens show for `COc1ccc(-c2ccc3[nH]c4c(c3c2)CCN2C[C@H]3[C@H](C)ON(C)[C@H]3C[C@@H]42)cc1`?
Myeloid diff 2: inactive; Myeloid diff 2 GFP+ MAC1+ %: 1.4

How did CCOC(=O)C1(C)CCCCCN1C(=O)c1csnn1 (configuration not stated) do in these assays?
Myeloid diff 2: inactive; Myeloid diff 2 GFP+ MAC1+ %: 1.0

Results for O=C(CC[C@H]1O[C@@H](n2cnc3c(NC(=O)c4ccccc4)ncnc32)[C@H](O)[C@@H]1O)NCC(F)(F)F ?
Myeloid diff 2: inactive; Myeloid diff 2 GFP+ MAC1+ %: 0.9

Results for Cc1cc2oc(=O)cc(CN3CCCC3)c2cc1C ?
Myeloid diff 2: inactive; Myeloid diff 2 GFP+ MAC1+ %: 1.6

What do the screens show for `O=C(NCc1nnnn1-c1ccc(F)cc1)c1cc2ccccc2o1`?
Myeloid diff 2: inactive; Myeloid diff 2 GFP+ MAC1+ %: 1.0

What do the screens show for `Cc1ccc(S(=O)(=O)CCC(=O)OCc2nnc(-c3ccc([N+](=O)[O-])cc3)o2)cc1`?
Myeloid diff 2: inactive; Myeloid diff 2 GFP+ MAC1+ %: 0.6

How did Cc1[nH]c2ccc(C(=O)OC(C)C(=O)N(C)C3CCCCC3)cc2c1C (configuration not stated) do in these assays?
Myeloid diff 2: inactive; Myeloid diff 2 GFP+ MAC1+ %: 1.6

How did Cc1ccc2c(CN(Cc3ccccc3)Cc3ccccc3)cc(=O)oc2c1 do in these assays?
Myeloid diff 2: inactive; Myeloid diff 2 GFP+ MAC1+ %: 1.8

Results for CCCCN(C=O)c1c(CC)nc2ccc(C(=O)N3CCN(C(=O)c4ccco4)CC3)cn12 ?
Myeloid diff 2: inactive; Myeloid diff 2 GFP+ MAC1+ %: 1.1

What do the screens show for `O=C1C2CCCCN2C(=O)N1CCCCN1CCN(c2cccc(C(F)(F)F)c2)CC1` (configuration not stated)?
Myeloid diff 2: inactive; Myeloid diff 2 GFP+ MAC1+ %: 0.2

How did N#CCOc1ccccc1CNC[C@H]1O[C@@H](n2cnc3c(=O)[nH]c(N)nc32)[C@H](O)[C@@H]1O do in these assays?
Myeloid diff 2: inactive; Myeloid diff 2 GFP+ MAC1+ %: 0.8

Results for O=C(Cc1cccc([N+](=O)[O-])c1)Nc1ccccc1 ?
Myeloid diff 2: inactive; Myeloid diff 2 GFP+ MAC1+ %: 0.4

How did CCCC(=O)N1CCC1(C)C(=O)NCc1ccc(C(C)C)cc1 (configuration not stated) do in these assays?
Myeloid diff 2: inactive; Myeloid diff 2 GFP+ MAC1+ %: 0.6

What do the screens show for `O=C(OCC(=O)N1CCNC1=O)c1ccccc1Cl`?
Myeloid diff 2: inactive; Myeloid diff 2 GFP+ MAC1+ %: 1.0

What do the screens show for `Cc1c(NC(=O)c2cccc(S(=O)(=O)N(C)c3ccccc3)c2)c(=O)n(-c2ccccc2)n1C`?
Myeloid diff 2: inactive; Myeloid diff 2 GFP+ MAC1+ %: 1.7

How did COc1cccc(/C=C/C(=O)OCC(=O)NC2CCCC2)c1 do in these assays?
Myeloid diff 2: inactive; Myeloid diff 2 GFP+ MAC1+ %: 1.6

What do the screens show for `N#Cc1ccc(C(=O)N2CCCCC2c2cc(C(=O)Nc3cccc(C#N)c3)no2)cc1` (configuration not stated)?
Myeloid diff 2: inactive; Myeloid diff 2 GFP+ MAC1+ %: 1.4

What do the screens show for `Cc1ccc(Cl)cc1-c1cc(C(=O)NCc2ccco2)[nH]n1`?
Myeloid diff 2: inactive; Myeloid diff 2 GFP+ MAC1+ %: 0.3

How did COc1ccc([C@H]2C[C@H](O)C[C@@H](CCn3cc(-c4ccccc4)nn3)O2)cc1 do in these assays?
Myeloid diff 2: inactive; Myeloid diff 2 GFP+ MAC1+ %: 1.2

What do the screens show for `CCOC(=O)[C@]12CCC=C1N(Cc1ccccc1)C(=O)[C@H](CC(=O)NCc1ccccc1)C2`?
Myeloid diff 2: inactive; Myeloid diff 2 GFP+ MAC1+ %: 0.3

Results for O=C(CSc1ccc2nnc(-c3cccnc3)n2n1)Nc1ccccc1F ?
Myeloid diff 2: inactive; Myeloid diff 2 GFP+ MAC1+ %: 0.6

How did CCc1nc2ccc(C(=O)Nc3cccc(NS(C)(=O)=O)c3)cn2c1N(CCC(C)C)CCN(C)C do in these assays?
Myeloid diff 2: inactive; Myeloid diff 2 GFP+ MAC1+ %: 1.1

How did CC(=O)NC(c1cccc(F)c1)c1nc(-c2ccc(C)c(C)c2)cs1 (configuration not stated) do in these assays?
Myeloid diff 2: inactive; Myeloid diff 2 GFP+ MAC1+ %: 0.3

What do the screens show for `CC1=C2CCCC[C@@]23C2C(=O)N(C)C(=O)[C@@H]2ON3OC1` (some centres not stated)?
Myeloid diff 2: inactive; Myeloid diff 2 GFP+ MAC1+ %: 3.7

Results for O=S1(=O)CCN(C2CCCC2)CC1 ?
Myeloid diff 2: inconclusive

What do the screens show for `CCCCNC(=O)C1C(c2ccc(C(F)(F)F)cc2)=Nc2ccccc2N1C(=O)C1CCN(C(C)=O)CC1` (configuration not stated)?
Myeloid diff 2: inactive; Myeloid diff 2 GFP+ MAC1+ %: 3.9

Results for Cc1cc(-c2ccc(Br)cc2)n2nc(C)cc2n1 ?
Myeloid diff 2: inactive; Myeloid diff 2 GFP+ MAC1+ %: 1.3

Results for CCNC(=O)C1CCCN(C(=O)c2ccccc2F)CC1 (configuration not stated) ?
Myeloid diff 2: inactive; Myeloid diff 2 GFP+ MAC1+ %: 1.2

What do the screens show for `CCOC(=O)C(=Cc1ccc2c(c1)OCO2)c1ccccc1`?
Myeloid diff 2: inactive; Myeloid diff 2 GFP+ MAC1+ %: 0.9

Results for CC(=O)OCC(C)n1c(=O)c2ccccc2n1C(C)=O (configuration not stated) ?
Myeloid diff 2: inactive; Myeloid diff 2 GFP+ MAC1+ %: 1.0

Results for CSc1nc(S(=O)(=O)c2ccc(C)cc2)c(N2CCOCC2)s1 ?
Myeloid diff 2: inactive; Myeloid diff 2 GFP+ MAC1+ %: 0.8

What do the screens show for `CC(C)(C)OC(=O)N(CCc1ccccc1)Cc1ccc(OCc2cccc(NC(=O)C3CCC3)c2)cc1`?
Myeloid diff 2: inactive; Myeloid diff 2 GFP+ MAC1+ %: 0.7

Results for COc1cccc(-c2cc3nc(NCc4ccc(C)cc4C)n(C)c(=O)c3s2)c1 ?
Myeloid diff 2: inactive; Myeloid diff 2 GFP+ MAC1+ %: 0.8

Random excerpt: 6 records from the list.
Results for Cc1cc(-c2ccc(Br)cc2)n2nc(C)cc2n1 ?
Myeloid diff 2: inactive; Myeloid diff 2 GFP+ MAC1+ %: 1.3

Results for O=C(Cc1cccc([N+](=O)[O-])c1)Nc1ccccc1 ?
Myeloid diff 2: inactive; Myeloid diff 2 GFP+ MAC1+ %: 0.4

What do the screens show for `O=C1C=C(O)c2[nH]c(=O)ccc2C1=O`?
Myeloid diff 2: inactive; Myeloid diff 2 GFP+ MAC1+ %: 1.8

What do the screens show for `O=C(OCC(=O)N1CCNC1=O)c1ccccc1Cl`?
Myeloid diff 2: inactive; Myeloid diff 2 GFP+ MAC1+ %: 1.0

What do the screens show for `COc1ccc(-c2ccc3[nH]c4c(c3c2)CCN2C[C@H]3[C@H](C)ON(C)[C@H]3C[C@@H]42)cc1`?
Myeloid diff 2: inactive; Myeloid diff 2 GFP+ MAC1+ %: 1.4

What do the screens show for `CC(C)(C)OC(=O)N(CCc1ccccc1)Cc1ccc(OCc2cccc(NC(=O)C3CCC3)c2)cc1`?
Myeloid diff 2: inactive; Myeloid diff 2 GFP+ MAC1+ %: 0.7

(further entries)
How did COc1ccc(Cl)cc1Cn1c(C)c(C(=O)NCc2cccc([N+](=O)[O-])c2)sc1=O do in these assays?
Myeloid diff 2: inactive; Myeloid diff 2 GFP+ MAC1+ %: 2.5

Results for COc1ccc(C(=O)Nc2ccc3c(c2)OCO3)cc1S(=O)(=O)N1CCOCC1 ?
Myeloid diff 2: inactive; Myeloid diff 2 GFP+ MAC1+ %: 1.6

Results for O=C(NC1CCCC1)N[C@@H]1CC[C@@H](CC(=O)N2CCOCC2)O[C@@H]1CO ?
Myeloid diff 2: inactive; Myeloid diff 2 GFP+ MAC1+ %: 1.9

Results for Nc1nc(N=Nc2ccc(O)cc2)cc(=O)[nH]1 ?
Myeloid diff 2: inactive; Myeloid diff 2 GFP+ MAC1+ %: 0.7

What do the screens show for `CCOC(=O)N(C)C[C@H]1OCc2cnnn2CCCC(=O)N([C@H](C)CO)C[C@H]1C`?
Myeloid diff 2: inactive; Myeloid diff 2 GFP+ MAC1+ %: 0.6

What do the screens show for `Cc1ccc(S(=O)(=O)N(CCC(=O)NCc2ccc(S(N)(=O)=O)cc2)c2ccccc2)cc1`?
Myeloid diff 2: inactive; Myeloid diff 2 GFP+ MAC1+ %: 1.0

Results for CN(c1ccc(Cl)cc1)c1cc2c(c3c1ccn3C)C1CCC2C1 (configuration not stated) ?
Myeloid diff 2: inactive; Myeloid diff 2 GFP+ MAC1+ %: 1.1

How did COCCNc1oc(/C=C/c2cccc(OC)c2)nc1S(=O)(=O)c1ccccc1 do in these assays?
Myeloid diff 2: inactive; Myeloid diff 2 GFP+ MAC1+ %: 0.8

How did COc1ccc(CCN2CC(C(=O)OCc3ccccc3Cl)CC2=O)cc1OC (configuration not stated) do in these assays?
Myeloid diff 2: inactive; Myeloid diff 2 GFP+ MAC1+ %: 0.2

What do the screens show for `COc1ccc(NC(=O)C(c2ccc(C(F)(F)F)cc2)n2c(=O)c(-c3cc4ccccc4[nH]3)nc3ccccc32)cc1` (configuration not stated)?
Myeloid diff 2: inactive; Myeloid diff 2 GFP+ MAC1+ %: 1.6

What do the screens show for `Cn1c(=S)c2[nH]c(SCCN)nc2n(C)c1=O`?
Myeloid diff 2: inactive; Myeloid diff 2 GFP+ MAC1+ %: 0.8

Results for Cc1c(C(=O)NCc2ccc3c(c2)OCCO3)sc(=O)n1Cc1ccc2c(c1)OCO2 ?
Myeloid diff 2: inactive; Myeloid diff 2 GFP+ MAC1+ %: 2.0

What do the screens show for `Cc1nc2ccc(Cl)cc2n1C`?
Myeloid diff 2: inactive; Myeloid diff 2 GFP+ MAC1+ %: 0.2

How did O=C(CCC1CCCN(C(=O)c2cc(F)ccc2F)C1)N1CCN(c2ccccn2)CC1 (configuration not stated) do in these assays?
Myeloid diff 2: inactive; Myeloid diff 2 GFP+ MAC1+ %: 2.8

Compound activity from PubChem.

This is a subset; rates above refer to the full screens.
